Screening results: PubChem, Broad Institute
DENV2 CPE rescue: inhibitors of DENV2 cytopathic effect, primary screen, cell-based, plate reader, single concentration; DENV2-infected cells, cytopathic effect rescue; CPE inhibition, % at 9.99 µM; 1.7% of 350,000 active; AID 651640, 2012; in the data active means CPE inhibition above about 20%, passing the limit was not always enough; inconclusive means no clear call, values can overlap the other calls; tested in BHK-21 cells;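 further: 0% = median of neutral control wells and 100% = median of positive control wells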
F508del corr: F508del CFTR correction, initial screen, CFBE line, single point; activity (quench increase), % at 7.58 µM; CFBE cells, YFP halide quenching; stimulated with forskolin plus potentiator P3; % fluorescence drop versus neutral controls; 0.36% of 350,000 active;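 active means mean added fluorescence quench of at least 8% versus neutral control, with both replicates also reaching 8%; inconclusive means only one of the mean or replicate conditions met; inactive means mean below 8% and not both replicates reaching 8%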;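 further: cells transiently co-express mutant CFTR-F508del with the halide-sensitive YFP; corrector assay measuring rescue of mutant channel to the surface after 24 h compound exposure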
CASP6 VEID inh: human caspase-6 inhibitors, primary screen, biochemical, VEID-R110 fluorescence, single point, set 2; purified caspase-6, Z-VEID-R110 cleavage fluorescence; inhibition, % at 12.5 µM; 0.53% of 350,000 active;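 active means mean inhibition across replicates at least about 35%, with every replicate also reaching that limit, limit read from the data; inconclusive means only one of the two criteria met; inactive means neither criterion met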;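 further: 0% = median of neutral control wells and 100% = no fluorescence left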
Target sequence (P55212 24-179 limits assumed): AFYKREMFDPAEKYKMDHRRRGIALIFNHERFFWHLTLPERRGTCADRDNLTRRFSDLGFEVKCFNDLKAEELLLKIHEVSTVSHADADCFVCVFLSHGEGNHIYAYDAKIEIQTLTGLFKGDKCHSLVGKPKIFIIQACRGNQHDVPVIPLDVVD
Target sequence (P55212 194-293 limits assumed): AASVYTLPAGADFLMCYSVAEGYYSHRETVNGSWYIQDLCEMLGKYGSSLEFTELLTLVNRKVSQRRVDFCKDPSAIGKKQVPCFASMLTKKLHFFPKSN
ERAP1 HTS inh: human ERAP1 aminopeptidase inhibitors, primary screen, biochemical, single point, plate reader; Endoplasmic reticulum aminopeptidase 1 (Homo sapiens), Q9NZ08; recombinant ERAP1, Leu-AMC fluorescence, 60 min; inhibition, % at 10.7 µM; 0.15% of 340,000 active;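 active means mean replicate inhibition of at least 30%, or all replicates individually reaching that 30% level; inactive means mean below 30% and not every replicate reaching it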;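 further: 0% = neutral control wells and 100% = L-leucinethiol positive control wells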
SIRT5 inh: SIRT5 desuccinylase inhibitors, primary screen, biochemical, fluorescence imaging, single point, set 5. 1.1% of 330,000 active. inhibition, % at 15 µM. NAD-dependent protein deacylase sirtuin-5, mitochondrial (Homo sapiens), Q9NXA8. AID 652115, 2013. Purified SirT5, succinyl-peptide AMC, trypsin-coupled fluorescence; in the data active means inhibition above about 15%; inconclusive means no clear call, values can overlap the other calls
Target sequence (Q9NXA8 whole entry, looked up): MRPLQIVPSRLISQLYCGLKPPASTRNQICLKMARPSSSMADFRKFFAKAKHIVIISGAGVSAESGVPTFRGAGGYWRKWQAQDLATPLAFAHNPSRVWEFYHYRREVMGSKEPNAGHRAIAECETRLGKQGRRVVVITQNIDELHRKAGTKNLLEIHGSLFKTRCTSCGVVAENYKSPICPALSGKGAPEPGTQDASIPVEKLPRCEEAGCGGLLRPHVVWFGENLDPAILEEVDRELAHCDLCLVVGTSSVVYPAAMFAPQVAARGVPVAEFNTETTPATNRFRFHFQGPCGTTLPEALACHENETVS
ERp5 inh: inhibitors of ERp5-driven insulin aggregation, primary screen, biochemical, turbidity, absorbance 650 nm, single point; Protein disulfide-isomerase A6 (Homo sapiens), Q15084; 90 min; inhibition, % at 9.99 µM; 0.05% of 350,000 active; AID 651711, 2012;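 active means mean replicate inhibition above about 25%, with every replicate also reaching it, limit read from the data, passing the limit was not always enough; inconclusive means only one of those two criteria met; inactive means neither criterion met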
Target sequence (Q15084 whole entry, looked up): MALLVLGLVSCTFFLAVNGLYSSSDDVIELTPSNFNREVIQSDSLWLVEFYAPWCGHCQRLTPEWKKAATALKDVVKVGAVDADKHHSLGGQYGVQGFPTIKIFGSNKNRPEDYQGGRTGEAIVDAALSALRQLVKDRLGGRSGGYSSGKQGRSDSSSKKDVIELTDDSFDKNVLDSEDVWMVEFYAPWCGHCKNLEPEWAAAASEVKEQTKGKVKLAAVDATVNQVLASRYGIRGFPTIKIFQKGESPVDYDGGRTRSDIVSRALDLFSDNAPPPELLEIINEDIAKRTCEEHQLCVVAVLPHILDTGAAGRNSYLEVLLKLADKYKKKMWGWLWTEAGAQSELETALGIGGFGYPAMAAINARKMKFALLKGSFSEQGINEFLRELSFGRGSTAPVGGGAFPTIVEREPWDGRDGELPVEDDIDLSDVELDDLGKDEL
miR-122 sensor: miR-122 Renilla sensor signal increase in Huh7, primary screen, miR-122 inhibitor project, cell-based, single point, plate reader. Huh7 miR-122 Renilla luciferase sensor, 48 h; neutral wells = 0, positive control = 100. activation (reporter increase), % at 12.5 µM. 0.3% of 340,000 active. AID 602342, 2012;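 active means mean replicate activation score at least 90 and every replicate individually at or above 90; inconclusive means only one of the two criteria met; inactive means neither criterion met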;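 further: higher luciferase means less miR-122 activity so hits act as miR-122 inhibitors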
Active calls of the source: *; ? = inconclusive; nt = no result given; & = joins results of further samples; [ ] = remark or other dose.

Order of values: miR-122 sensor	ERAP1 HTS inh	F508del corr	CASP6 VEID inh	ERp5 inh	DENV2 CPE rescue	SIRT5 inh
[1] O=S(=O)(Nc1ccc(Br)cc1)c1cccc2nonc12
    10	-6	1.5	-1	0	-2	0
[2] O=C1C=CC(c2ccccc2)(c2ccccc2)CC1
    -2	-8	nt	-1	-1	-11	-2
[3] C=CCC(=O)N1CCC(n2nccc2NC(=O)c2ccc3c(c2)OCO3)CC1
    nt	0	-0.4	-2	2	-1	0
[4] CCOC(=O)N1CCN(C(=O)CCS(=O)(=O)c2cc3c(cc2Cl)NC(=O)CO3)CC1
    -6	nt	1.3	1	2	24*	nt
[5] O=C(c1ccc(S(=O)(=O)N2CCCC2)cc1)N1CCN(c2ccccc2)CC1
    -6	1	1.4	3	2	1	-1
[6] COc1cc(/C=C2/C(=O)NN(c3ccc(Cl)c(Cl)c3)C2=O)cc([N+](=O)[O-])c1O
    -2	8	3.8	nt	2	16	22*
[7] O=C(CSc1n[nH]c(Cc2ccccc2)n1)Nc1ccccc1Br
    nt	5	0.6	5	3	-1	nt
[8] CC(/C=N/n1c(-c2ccncc2)n[nH]c1=S)=C\c1ccco1
    -2	2	-0.4	0	-1	-5	5
[9] CN1C(=O)/C(=C\c2ccccc2F)Sc2ccc(C(=O)NC3CCN(Cc4ccccc4)CC3)cc21
    nt	1	-0.1	-4	2	-5	0
[10] Cc1ccc(CN(C)C[C@@H]2OCc3cn(nn3)CCCC(=O)N([C@H](C)CO)C[C@@H]2C)cc1
    4[16.7 µM]	0	-0.5	-1	5	-2	-2
[11] COc1ccccc1NC(=O)CSc1nncn1-c1ccccc1
    1	-1	0.7	0	5	2	0
[12] Cc1ccc(S(=O)(=O)N(C)C[C@@H]2OCCCC[C@H](C)Oc3ccc(NC(=O)NC4CCCCC4)cc3C(=O)N([C@@H](C)CO)C[C@H]2C)cc1
    -5[16.7 µM]	2	-0.7	0	3	-5	10
[13] O=C(Nc1ccc(Cl)cc1)N[C@@H]1CC[C@H](CCn2cc(C3(O)CCCC3)nn2)O[C@H]1CO
    7[16.7 µM]	0	0.0	3	-3	-8	1
[14] CC1CCCCC12NC(=O)N(Cc1cc(=O)n3ccsc3n1)C2=O (stereo not given)
    0	nt	-0.4	42*	4	-3	7
[15] COC(=O)CC/C(O)=C1\C(=O)CC(C)(C)CC1=NCCc1nc2ccccc2[nH]1
    1	0	0.6	7	0	nt	-7

An excerpt of these results, field by field.
(14) CC1CCCCC12NC(=O)N(Cc1cc(=O)n3ccsc3n1)C2=O (stereo not given)
  miR-122 sensor = 0; ERAP1 HTS inh = nt; F508del corr = -0.4; CASP6 VEID inh = 42*; ERp5 inh = 4; DENV2 CPE rescue = -3; SIRT5 inh = 7
(4) CCOC(=O)N1CCN(C(=O)CCS(=O)(=O)c2cc3c(cc2Cl)NC(=O)CO3)CC1
  miR-122 sensor = -6; ERAP1 HTS inh = nt; F508del corr = 1.3; CASP6 VEID inh = 1; ERp5 inh = 2; DENV2 CPE rescue = 24*; SIRT5 inh = nt

Additional results.
Order of values: miR-122 sensor	ERAP1 HTS inh	F508del corr	CASP6 VEID inh	ERp5 inh	DENV2 CPE rescue	SIRT5 inh
[16] N#CC(C#N)=Cc1cccn1-c1ccc(C(=O)O)cc1
    nt	2	1.6	71*	-7	nt	4
[17] C[C@@H]1CN([C@H](C)CO)C(=O)Cc2cc(NC(=O)Cc3cn(C)c4ccccc34)ccc2O[C@@H]1CN(C)Cc1ccncc1
    -10[16.7 µM]	5	-1.2	-2	-2	nt	0
[18] COc1ccc(S(=O)(=O)NC(CC(=O)NCCc2ccccc2)c2ccco2)cc1 (stereo not given)
    2	0	nt	0	1	nt	nt
[19] O=C(NCc1n[nH]c(=S)n1-c1ccc(F)cc1)c1ccc(S(=O)(=O)N2CCCCC2)cc1
    4	-1	1.0	2	5	3	11
[20] COc1cccc(C2CCCCN2Cc2nc(-c3ccc(C)o3)oc2C)c1 (stereo not given)
    -2	5	-0.9	1	13	-9	-5
[21] CC(C)=C(NC(=O)c1ccccc1Cl)C(=O)NCCc1nc2ccccc2[nH]1
    1	-7	-2.5	-2	-5	130*	-2
[22] Cc1ccc(-c2csc(Nc3ccc(C(=O)O)cc3)[n+]2Cc2ccccc2)cc1
    nt	-4	0.4	5	-2	1	0
[23] CCOC(=O)N1CCN(C(=O)CCCn2c(=S)[nH]c3ccsc3c2=O)CC1
    nt	3	-0.9	-3	1	nt	4
[24] COc1ccc(C(=O)Nc2ccc(C(=O)N3CCCCC3)cc2)cc1OC
    0	-5	0.3	0	-5	-1	2
[25] C[C@H](CO)N1C[C@H](C)[C@@H](CN(C)C(=O)Nc2cccc3ccccc23)Oc2ccc(NS(=O)(=O)c3ccc(Cl)cc3)cc2CC1=O
    1[16.7 µM]	-1	-1.7	-1	-4	-6	0
[26] CC(C)(C)C(=O)O/N=C(\N)c1ccc(Br)cc1
    nt	1	-3.4	-3	-3	?	-2
[27] COc1ccc(NC(=O)N(C)C[C@@H]2Oc3ccc(N(C)C)cc3CC(=O)N([C@H](C)CO)C[C@H]2C)cc1
    -1[16.7 µM]	-1	-3.0	-1	0	4	-2
[28] CC(=O)NC(c1ccc(F)c(F)c1)c1nc(-c2cnn(C)c2)cs1 (stereo not given)
    -1	3	-0.1	-4	1	-4	-3
[29] COc1ccc(C(=O)CN2Cc3ccccc3C2=N)cc1
    nt	nt	-3.3	0	2	-2	-2
[30] CCn1c(C(=O)O)c(S(=O)(=O)c2ccc(Cl)cc2)c2ccccc21
    nt	5	-2.0	-2	1	6	-9
[31] COc1ccc(S(=O)(=O)N(C)C[C@@H]2Oc3ncc(C#CC4(O)CCCC4)cc3C(=O)N([C@H](C)CO)C[C@H]2C)cc1
    3[16.7 µM]	0	1.5	-1	1	-3	-3
[32] COc1ccc([Si](C)(C)[C@@H]2[C@@H](CCO)O[C@]3(C(=O)N(Cc4ccccc4)c4ccc(N5CCCCC5=O)cc43)[C@H]2C)cc1
    nt	3	7.3	0	-3	-3	5
[33] COCCN(C(=O)COC(=O)/C=C/c1ccc(SC)cc1)c1c(N)n(Cc2ccccc2)c(=O)[nH]c1=O
    -13	5	-4.8	2	0	-4	-4
[34] O=C(CNC(=O)c1cccs1)Nc1ccc2c(c1)OCCO2
    7	-1	2.4	1	2	-3	-3
[35] CCOC(=O)c1ccc(N=c2ssnc2Cl)cc1
    2	4	nt	1	-6	2	-30
[36] CC(C)CN1C(=O)C(=O)N(CC(=O)NC(C)CCc2ccccc2)C1=O (stereo not given)
    24	0	1.4	0	-5	-1	-3
[37] C[C@H]1CN([C@@H](C)CO)C(=O)c2cc(C#Cc3ccccn3)cnc2O[C@@H]1CN(C)Cc1cccnc1
    -9[16.7 µM]	0	-0.5	0	2	1	3
[38] Cc1c(NC(=O)CSc2ccccc2Cl)c(=O)n(-c2ccccc2)n1C
    -3	-1	1.0	-1	-8	4	-2
[39] COc1ccc(Cl)cc1NC(=O)CSc1nnc(CNC(=O)c2ccco2)o1
    -11	6	0.8	1	3	2	-1
[40] COc1cc2c(cc1OC)C(C(=O)O)C(c1ccc3c(c1)OCO3)N(C)C2=O (stereo not given)
    nt	0	1.0	1	-3	5	nt
[41] CCc1nc2ccc(C(=O)Nc3cccc(OC)c3)cn2c1N(CC)CCOC
    -1	7	1.3	-2	-1	1	0
[42] CCCNC(=O)[C@@H]1[C@@H](CO)[C@@H]2Cn3c(ccc(C4=CCCC4)c3=O)[C@@H]2N1C(=O)C1CC1
    0[16.7 µM]	2	-2.5	-1	-8	6	-9
[43] S=C(Nc1ccc2c(c1)OCCO2)Nc1ccccc1Cl
    -2	-2	-0.5	-1	0	5	-13
[44] O=C(NC1CCC1)[C@H]1[C@H](CO)[C@H]2Cn3c(ccc(-c4ccc(F)cc4)c3=O)[C@H]2N1Cc1ccccn1
    nt	-7	nt	6	3	-1	-5
[45] CC(=O)c1cccc(CN2CCC(n3nccc3NC(=O)CCCc3ccccc3)CC2)c1
    nt	1	-2.4	-5	0	-2	0
[46] Cc1nnc(SCC(=O)N2CCCC2)n(N)c1=O
    nt	1	-2.0	-6	-1	8	0
[47] CCOC(=O)c1c(C)noc1-c1ccco1
    -2	0	-1.1	1	2	9	0
[48] CC(NS(=O)(=O)CCNC(=O)c1ccccc1)c1ccccc1 (stereo not given)
    -1	0	1.3	-5	0	-3	-1
[49] COc1cccc(CNC(=O)c2ccc(CS(=O)Cc3ccccc3Cl)o2)c1 (stereo not given)
    -5	3	1.9	1	-3	-17	2
[50] COc1ccc(S(=O)(=O)N(C)C[C@@H]2OCCCC[C@H](C)Oc3ccc(NC(=O)Nc4ccc(C(F)(F)F)cc4)cc3C(=O)N([C@H](C)CO)C[C@H]2C)cc1
    -9	1	-7.9&-1.0	0&2	-3&8	0&-6	-1&0
[51] CCCOC(=O)Nc1c(C)cccc1C(C)C
    -25	0	1.9	0	2	7	-4
[52] O=C(Cc1ccc(Cl)cc1Cl)Nc1ccncc1
    4	2	-0.1	-3	2	10	-2
[53] CC(NC(=O)C1CCCC1)C1CC2CCC1C2 (stereo not given)
    nt	-1	nt	9	0	-5	-3
[54] CC(C)C(NC(=O)c1ccc2c(c1)OCO2)C(=O)N/N=C/c1cccs1 (stereo not given)
    1	-5	nt	19	-3	9	-4
[55] O=C(C1CCCC1)N1CC(=O)N2[C@@H](CO)[C@@H](c3ccc(-c4cccnc4)cc3)[C@@H]2C1
    nt	2	2.3	-2	-1	-1	3
[56] COc1cc(C(=O)N2CCN(c3cccc(C(F)(F)F)c3)CC2)ccc1OCC(=O)N1CCOCC1
    0	-2	-2.4	-17	-2	8	1
[57] C[C@@H]1CN([C@@H](C)CO)S(=O)(=O)c2ccc(C3=CCCC3)cc2O[C@@H]1CN(C)C(=O)C1CCCCC1
    -8[16.7 µM]	1	-1.5	-4	-2	-3	4
[58] COCC#Cc1cnc2c(c1)C(=O)N([C@@H](C)CO)C[C@@H](C)[C@H](CN(C)C(C)=O)O2
    -1[16.7 µM]	-1	-1.8	1	13	0	1
[59] CCCCN(C)CCCNC(=O)C1(O)c2ccccc2NC(=O)N1c1ccc(Cl)cc1 (stereo not given)
    -2	-1	-0.8	-3	0	3	-1
[60] Oc1c(Br)cccc1/C=N/c1ncn[nH]1
    -6	2	-2.1	2	0	-3	-3
[61] O=C(NCCCc1ccncc1)C1CCC(=O)N(Cc2cccc(F)c2)C1 (stereo not given)
    -8	-1	-3.8	-2	3	-4	-1
[62] COc1ccc(C(NC(=O)C(C)C)c2ccc3cccnc3c2O)cc1 (stereo not given)
    -28	0	2.9	-4	5	-6	-9
[63] C[C@@H]1CN([C@H](C)CO)C(=O)c2cccc(NC(=O)c3nc4ccccc4s3)c2O[C@H]1CN(C)Cc1ccc(C(=O)Nc2ccccc2N)cc1
    -2[16.7 µM]	-3	1.2	-1	3	-10	12
[64] COc1ccc(CN(C)C[C@@H]2Oc3ccc(NC(=O)Cc4ccccc4)cc3C(=O)N([C@H](C)CO)C[C@@H]2C)cc1
    -3[16.7 µM]	2	1.9	-2	0	-1	6
[65] O=C(NC1CC1)C1CCN(C2CCN(C(=O)CC3=CCCCC3)CC2)CC1
    2	1	1.2	1	3	2	29*
[66] CC(Sc1nnnn1C1CC1)C(=O)N1CC(=O)Nc2ccccc21 (stereo not given)
    -6	2	-0.6	3	5	10	-1
[67] CCN(CC)S(=O)(=O)c1ccc(-c2cc(C(=O)OC)sc2C(F)(F)F)cc1
    -4	0	-0.6	2	2	3	1
[68] O=C(C[C@@H]1C[C@H]2c3cc(NC(=O)C4CCOCC4)ccc3O[C@H]2[C@H](CO)O1)NCCc1ccccc1
    -1[16.7 µM]	-1	-1.4	0	2	0	5
[69] CC(=O)N(C)C[C@H]1Oc2cc(-c3ccc(C#N)cc3)ccc2S(=O)(=O)N([C@H](C)CO)C[C@@H]1C
    0[16.7 µM]	8	1.0	4	3	-6	1
[70] O=C(CCCCCNC(=O)N1CCn2c1nc1ccccc12)NCc1ccccc1
    -2	0	-0.5	10	nt	1	-2
